Bioassay records deposited in PubChem by several laboratories.
MazF activator: activators of E. coli MazEF toxin-antitoxin RNase, primary screen, biochemical, fluorescence, uHTS. Endoribonuclease toxin MazF (Escherichia coli (strain K12)), P0AE70. FAM/BHQ RNA-DNA oligo cleavage fluorescence, 5 h. activation, % at 20 µM. 350,000 tested, 0.32% active; in the data active = activation above about 50%
Target sequence (P0AE70 whole entry, looked up): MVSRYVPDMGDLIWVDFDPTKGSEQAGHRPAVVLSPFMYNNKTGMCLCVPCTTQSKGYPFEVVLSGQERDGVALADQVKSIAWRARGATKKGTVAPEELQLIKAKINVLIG
Y pestis TopoI: Yersinia pestis topoisomerase I inhibitors, primary screen, biochemical, cleavage product accumulation, plate reader, single point | DNA topoisomerase I (Yersinia pestis CO92) | Y. pestis Topo-I cleavage product accumulation | activity, % at 10 µM | 360,000 tested, 0.064% active | AID 504884, 2011; in the data active = activity above about 50%, passing the limit was not always enough; note: inactives centre near 2
PrPC surface inh: inhibitors of human cell surface prion protein PrPC, primary screen, cell-based, TR-FRET; Major prion protein (Homo sapiens), P04156; TR-FRET read-out; inhibition, % at 13.8 µM; 370,000 tested, 0.43% active; AID 720596, 2013; in the data active = inhibition above about 24%; note: 0% = median of the test wells and 100% = reference compound wells
SSB-PriA inh: inhibitors of Klebsiella pneumoniae PriA binding to SSB C-terminal tail, primary screen, biochemical, AlphaScreen; PriA–SSB C-terminal tail interaction (Klebsiella pneumoniae); AlphaScreen SSBct-PriA binding, biotinylated peptide; inhibition, % at 33 µM; 430,000 tested, 0.6% active; AID 1272365, 2023; in the data active = inhibition mostly above about 37%, no sharp cut-off; inactive = mostly below about 20%;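 note: plate controls were negative control peptide for no effect and reference peptide for full effect; strong numbers were not always called active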
TcdB GH inh: TcdB glycohydrolase inhibitors, primary screen, biochemical, single point, plate reader; Toxin B (Clostridioides difficile), P18177; TcdB glycohydrolase enzymatic assay; inhibition, % at 9.99 µM; 350,000 tested, 0.24% active; AID 652162, 2013; in the data active = inhibition above about 10%
DUSP3 inh: VHR1 phosphatase inhibitors, primary screen, biochemical, absorbance, uHTS; recombinant VHR phosphatase, pNPP absorbance; inhibition, % at 13.3 µM; 290,000 tested, 0.52% active; AID 1654, 2009; in the data active = inhibition above about 50%; note: some compounds called inactive have numbers as strong as hits
Target sequence (P51452 whole entry, looked up): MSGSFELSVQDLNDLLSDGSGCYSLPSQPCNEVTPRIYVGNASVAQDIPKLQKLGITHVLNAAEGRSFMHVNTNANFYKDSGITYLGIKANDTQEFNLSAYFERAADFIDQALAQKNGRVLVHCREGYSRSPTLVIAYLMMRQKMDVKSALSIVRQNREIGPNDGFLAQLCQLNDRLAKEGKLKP
Rv3671c protease: Rv3671c serine protease inhibitors, primary screen, biochemical, fluorescence polarization, M. tuberculosis H37Rv; 320,000 tested, 0.048% active; P9WHR9; inhibition, % at 5.96 µM; in the data active = inhibition above about 38%;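 note: extracellular domain of Rv3671c used as enzyme; 0% = enzyme with DMSO and 100% = no enzyme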
Target sequence (P9WHR9 whole entry, looked up, the tested form may be a part): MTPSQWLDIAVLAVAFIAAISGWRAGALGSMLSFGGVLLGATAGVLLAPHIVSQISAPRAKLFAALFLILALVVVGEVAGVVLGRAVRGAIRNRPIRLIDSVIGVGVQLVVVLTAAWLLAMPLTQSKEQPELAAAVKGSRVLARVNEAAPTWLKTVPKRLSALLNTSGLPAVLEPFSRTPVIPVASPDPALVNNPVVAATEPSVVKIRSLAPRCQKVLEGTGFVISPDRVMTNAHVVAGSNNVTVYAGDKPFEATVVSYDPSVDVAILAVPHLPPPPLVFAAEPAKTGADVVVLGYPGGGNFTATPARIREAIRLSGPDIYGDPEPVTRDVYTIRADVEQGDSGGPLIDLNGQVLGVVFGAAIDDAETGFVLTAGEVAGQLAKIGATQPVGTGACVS
3CLpro inhibitor: SARS-CoV 3CLpro protease inhibitors, primary screen, biochemical, quenched FRET; recombinant SARS-CoV 3CLpro, quenched FRET peptide cleavage; inhibition, % at 6 µM; 290,000 tested, 0.14% active; AID 1706, 2009; in the data active = inhibition above about 12%
BH1578 lux ind: inducers of Vibrio cholerae quorum light production without autoinducers, primary screen, BH1578 luxS cqsA deficient, single point; V. cholerae BH1578 lux reporter, luminescence, 6 h; activation, % at 18.7 µM; 350,000 tested, 0.16% active; in the data active = activation mostly above about 9.7%, no sharp cut-off; note: not every result past the cut was called active; inactives centre near 0; reference of the scale not given here
CCHFV vOTU inh: CCHFV vOTU protease inhibitors, primary screen, biochemical, Pep-AMC substrate, fluorescence. Crimean-Congo hemorrhagic fever virus L polyprotein viral ovarian tumor (vOTU) protease …. inhibition, % at 11.5 µM. 370,000 tested, 0.55% active; in the data active = inhibition above about 30%; note: 0% = vehicle wells with enzyme and 100% = no enzyme wells
Active calls of the source: *; i = inactive; x = not tested or not shown; & = joins results of further samples. This is a subset; rates above refer to the full screens.

The opening 6 compounds (preview)
SMILES | MazF activator | Y pestis TopoI | PrPC surface inh | SSB-PriA inh | TcdB GH inh | DUSP3 inh | Rv3671c protease | 3CLpro inhibitor | BH1578 lux ind | CCHFV vOTU inh
Cn1nc(C(=O)NC2CCCCC2)c2ccccc2c1=O | -5 | 2 | 1 | -11 | x | 10 | 5 | -4 | -3.0 | -3
COC(=O)c1c(NC(=O)CN2C(=O)C(=O)N(C(C)C)C2=O)sc(C)c1C | 0 | -3 | 1 | 5 | 2.2 | x | -2 | x | -0.9 | -2
COc1ccc(/C=C/C(=O)N2CCN(c3ccccn3)CC2)c2ccccc12 | 1 | 33 | -3 | 7 | 1.4 | 17 | -3 | -1 | -1.5 | 11
CCOC(=O)N1CCc2c(sc(NC(C)=O)c2C(N)=O)C1 | -5 | -2 | -5 | -16 | 0.1 | x | 4 | -4 | -0.1 | 6
Cc1sc2ncnc(SCC(=O)N3CCCC3)c2c1C | 2 | 9 | 7 | 2&-25 | x | -9 | 5 | -6 | -0.8 | 16
Cc1ccc(NC(=O)CSc2ccccc2)cc1S(=O)(=O)N1CCOCC1 | 1 | -2 | 5 | 8 | -6.0 | x | x | x | 2.7 | 18

All compounds of this part, from the start:
SMILES | MazF activator | Y pestis TopoI | PrPC surface inh | SSB-PriA inh | TcdB GH inh | DUSP3 inh | Rv3671c protease | 3CLpro inhibitor | BH1578 lux ind | CCHFV vOTU inh
Cn1nc(C(=O)NC2CCCCC2)c2ccccc2c1=O | -5 | 2 | 1 | -11 | x | 10 | 5 | -4 | -3.0 | -3
COC(=O)c1c(NC(=O)CN2C(=O)C(=O)N(C(C)C)C2=O)sc(C)c1C | 0 | -3 | 1 | 5 | 2.2 | x | -2 | x | -0.9 | -2
COc1ccc(/C=C/C(=O)N2CCN(c3ccccn3)CC2)c2ccccc12 | 1 | 33 | -3 | 7 | 1.4 | 17 | -3 | -1 | -1.5 | 11
CCOC(=O)N1CCc2c(sc(NC(C)=O)c2C(N)=O)C1 | -5 | -2 | -5 | -16 | 0.1 | x | 4 | -4 | -0.1 | 6
Cc1sc2ncnc(SCC(=O)N3CCCC3)c2c1C | 2 | 9 | 7 | 2&-25 | x | -9 | 5 | -6 | -0.8 | 16
Cc1ccc(NC(=O)CSc2ccccc2)cc1S(=O)(=O)N1CCOCC1 | 1 | -2 | 5 | 8 | -6.0 | x | x | x | 2.7 | 18
Cc1c(NC(=O)Nc2ccc(C(C)C)cc2)c(=O)n(-c2ccccc2)n1C | -7 | -1 | -3 | -4 | 0.8 | 0 | -2 | -6 | -0.3 | 0
CCc1cc2cc(C)cc(C)c2nc1SCC(=O)Nc1cc(C)on1 | 7 | 1 | -2 | 0 | 1.7 | 16 | 7 | -3 | i | -2
Oc1ccc(CN2CCc3ccccc3C2)c2cccnc12 | 4 | 6 | 27* | 101* | x | 5 | 7 | -5 | i | -1
CC(O)(c1cccnc1)c1nc(-c2ccc3ccccc3c2)cs1 (stereo not given) | x | 4 | 1 | x | 1.4 | x | x | x | -0.5 | 2
Nc1ccccc1/C=C/c1ccccc1N | 0 | 0 | 10 | -5 | 1.1 | x | x | x | i | -301
O=C(NCc1ccccn1)c1cccc([N+](=O)[O-])c1 | -8 | -10 | -21 | -7 | 1.3 | 4 | 3 | -2 | -0.4 | -4
CC(C(=O)NCCN1C(=O)S/C(=C\c2cccnc2)C1=O)N1C(=O)c2ccccc2C1=O (stereo not given) | -12 | 1 | -16 | -5 | 0.0 | -11 | -8 | 0 | -0.3 | 5
CSc1ccccc1C(=O)C1CCCN(Cc2c(C)n(C)n(-c3ccccc3)c2=O)C1 (stereo not given) | 1 | 1 | -11 | -12 | 0.1 | 26 | 1 | -4 | -0.1 | 0
COc1ccc(C(C(=O)NC(C)(C)C)N(Cc2ccco2)C(=O)CCC(=O)Nc2cc(C)on2)cc1 (stereo not given) | 6 | -5 | 0 | -4 | x | 4 | 0 | 0 | -0.2 | -8
C=CCn1c(SCC(=O)OCC)nc(C(F)(F)F)cc1=O | 9 | -8 | 4 | -14 | 0.7 | 20 | -2 | -1 | -0.3 | 9
O=C(COC(=O)CNC(=O)c1ccccc1)Nc1ccccc1Cl | 8 | 3 | -2 | 4 | 0.6 | 17 | 5 | 1 | -0.4 | 4
Cn1cc(-c2nnnn2-c2ccccc2)c(=O)c2ccccc21 | 8 | -2 | -2 | -2 | x | 13 | 7 | -3 | -0.3 | 6
CC(=O)OC1[C@H](Oc2c(O)c(C)c3c4c2[C@@H](C)CC[C@@H]4[C@@H](C)C[C@@H]3C=C(C)C)OC[C@@H](O)[C@@H]1O (stereo not given in full) | 13 | 7 | -5 | 0 | -0.4 | x | -6 | x | -1.0 | 9
C=CCn1c(CNC(=O)c2ccco2)nnc1SCC(=O)c1ccccc1 | 5 | 9 | -5 | -10 | 0.3 | 6 | -3 | -3 | i | -12
Cc1ccc(-c2nc(=S)c3c(n2Cc2cccnc2)CC(C)(C)OC3)cc1 | 3 | 0 | 10 | -3 | 1.0 | -6 | 0 | -2 | -0.5 | 11
Cc1ccccc1NC(=O)Cn1nc(C(=O)O)c2ccccc2c1=O | 12 | -3 | 8 | -1 | -11 | 8 | -1 | -6 | -0.3 | 14
Cn1cc(C(=O)c2ccccc2)c2ccccc21 | 6 | -5 | 4 | -20 | -1.5 | 25 | 1 | -1 | 0.0 | 0
O=C(Nc1ccc2[nH]c3c(c2c1)CCCC3)c1ccco1 | 12 | -7 | -6 | 41&13 | x | -5 | -14 | -9 | -5.9 | -2
OC(CC#CCN1CCCCC1)(c1ccccc1)c1ccccc1 | -7 | -12 | -14 | -15 | 3.5 | 22 | -2 | -2 | -0.8 | -10
CC[C@H](C)NC(=O)c1ccc(Cn2c(=S)[nH]c3c([nH]c4ccc(OC)cc43)c2=O)cc1 | 2 | 2 | -9 | 14 | 0.3 | -9 | -12 | 2 | -0.2 | 13
O=C(CCCSc1nc2ccccc2s1)NCc1ccco1 | -2 | 16 | -2 | -7 | x | 19 | -1 | -4 | 5.9 | 11
COc1cccc(OCC(=O)N2CCC3(CC2)CC(=O)c2ccccc2O3)c1 | 1 | 1 | -3 | 8 | 1.5 | x | -1 | x | 1.6 | 8
O=C(CCn1c(=O)[nH]c2ccsc2c1=O)N1CCN(Cc2ccc3c(c2)OCO3)CC1 | -8 | 6 | -2 | -6 | x | 17 | -4 | -1 | -0.6 | 2
Cc1ccc(C(=O)C(C)OC(=O)C2=COCCO2)cc1C (stereo not given) | -5 | 1 | 9 | -16 | x | 5 | 2 | 0 | x | 6

Retrieved by structure from the list above:
SMILES | MazF activator | Y pestis TopoI | PrPC surface inh | SSB-PriA inh | TcdB GH inh | DUSP3 inh | Rv3671c protease | 3CLpro inhibitor | BH1578 lux ind | CCHFV vOTU inh
Cc1ccccc1NC(=O)Cn1nc(C(=O)O)c2ccccc2c1=O | 12 | -3 | 8 | -1 | -11 | 8 | -1 | -6 | -0.3 | 14
O=C(CCn1c(=O)[nH]c2ccsc2c1=O)N1CCN(Cc2ccc3c(c2)OCO3)CC1 | -8 | 6 | -2 | -6 | x | 17 | -4 | -1 | -0.6 | 2
Nc1ccccc1/C=C/c1ccccc1N | 0 | 0 | 10 | -5 | 1.1 | x | x | x | i | -301

More results follow.
SMILES | MazF activator | Y pestis TopoI | PrPC surface inh | SSB-PriA inh | TcdB GH inh | DUSP3 inh | Rv3671c protease | 3CLpro inhibitor | BH1578 lux ind | CCHFV vOTU inh
CCOC(=O)c1c(NC(=S)Nc2ccccc2)sc(C)c1C | -7 | -9 | -4 | 5&-9 | 0.1 | 18 | 7 | 4 | -0.3 | 7
Cc1ccc(-c2csc(NC(=O)CSc3nc(C)cs3)n2)cc1 | -5 | 28 | 2 | -14 | 0.9 | -18 | -27 | 5 | i | 8
CCC(C)n1c(O)c(/C=N/Nc2nc3c(c(=O)n(C)c(=O)n3C)n2C)c(=O)[nH]c1=S (stereo not given) | 6 | -4 | -2 | x | -6.3 | 17 | -3 | -2 | -1.0 | -5
Cc1scc(C(=O)Nn2cnnc2)c1-c1ccccc1 | 4 | 1 | x | -13 | 0.8 | -9 | -8 | -5 | -0.2 | x
COc1cc(C2C(C(=O)c3ccc(C)o3)=C(O)C(=O)N2c2cc(C)on2)cc(Br)c1O (stereo not given) | 1 | -7 | -4 | 6 | 0.7 | -6 | 16 | -4 | x | 21
CC1(C(=O)Nc2ccc3c(c2)OCCO3)CCN1C(=O)C1(c2ccc(Cl)cc2)CCC1 (stereo not given) | x | 31 | -1 | x | 0.6 | x | x | x | 0.2 | -5
COc1ccc(C(=O)COC(=O)c2ccccc2O)c(OC)c1 | 3 | 7 | 8 | -8 | 0.4 | x | -26 | x | 0.0 | 19
O=C(O)c1ccccc1-c1ccccc1C(=O)NCCCO | 5 | 6 | 5 | -18 | x | 9 | -6 | 0 | i | 2
O=C(CCC(=O)c1cccs1)NNC(=O)c1cc(Cl)ccc1Cl | 6 | 2 | 5 | -1 | 1.0 | x | 4 | x | 0.8 | -8
Cc1cn(C)c(=O)n(C)c1=O | 7 | 1 | 4 | -5 | 1.4 | 16 | 2 | -6 | -0.3 | -10
Cn1c(-c2ccco2)n[nH]c1=S | 0 | -5 | 4 | 11 | 3.7 | 2 | 0 | 1 | -0.7 | -14
CC(C)C1Nc2c(O)cc(Cl)c([N+](=O)[O-])c2C2C=CCC21 (stereo not given) | 0 | -8 | -3 | 9 | -11 | 4 | x | 7 | 0.1 | 18
CCCC(C(=O)Nc1ccc(C)c(S(=O)(=O)N2CCOCC2)c1)c1ccccc1 (stereo not given) | 7 | 14 | 11 | -8 | 0.2 | x | 9 | x | i | 11
CC(C)C[C@H](NC(=O)N1CC(=O)Nc2ccccc21)C(=O)N1CCC(C(=O)O)CC1 | 1 | 10 | 1 | -14 | 2.4 | 4 | -6 | 5 | -12 | 7
CCOc1cc(N2CCOCC2)c(OCC)cc1NC(=O)CN1CCCC1 | -8 | -4 | 2 | -5 | x | 6 | 4 | 0 | -0.4 | 0
CCOc1cc2c(cc1O)CCC1C2CCC2(C)C(O)CCC12 (stereo not given) | 8 | 7 | 15 | -2 | 0.5 | x | x | x | 0.8 | -6
CCC(Cc1ccccc1)NC(=O)CCc1ccccc1 (stereo not given) | -4 | 5 | 0 | -7 | -0.1 | -4 | -5 | 2 | 5.0 | -14
Cc1c(CCO)c(=O)[nH]n1S(=O)(=O)c1ccccc1 | 6 | 5 | 1 | -14 | -0.1 | -5 | 12 | 0 | 2.5 | 9
COc1ccc(C(=O)N/C(=C\c2ccc3c(c2)OCO3)C(=O)Nc2ccc(C(=O)O)cc2)cc1 | -3 | -3 | -5 | -8 | 0.9 | 28 | 7 | 2 | -0.3 | 1
CCc1ccc(C2CC(c3ccccc3Cl)Nc3nc(N)nn32)cc1 (stereo not given) | 3 | 11 | 1 | 12 | 1.3 | 7 | 8 | 4 | -0.3 | 15
